JMJD2E inh – JMJD2E (human) inhibition | Potency, µM (series often up to 57.1 µM), for the others: top-dose activity change, negative = inhibition, most hits filed as inhibitors | JMJD2E catalytic domain, FDH-coupled NADH fluorescence (FDH is formaldehyde dehydrogenase) | B2RXH2 | actives 1.6% (n = 230,000) | AID 2147; active = well fitted inhibition curve with a large enough effect, not every such curve was filed as active; inconclusive = small, poorly fitted or top-dose-only effect, or another doubt; inactive = no such curve, though single readings can be large or run the other way;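 also: 0% = wells with enzyme and -100% = buffer wells without enzyme; nearly all actives have a fitted effect of over 50% in size; many of its hits are not listed in these tables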
Target sequence (B2RXH2 1-337 limits assumed): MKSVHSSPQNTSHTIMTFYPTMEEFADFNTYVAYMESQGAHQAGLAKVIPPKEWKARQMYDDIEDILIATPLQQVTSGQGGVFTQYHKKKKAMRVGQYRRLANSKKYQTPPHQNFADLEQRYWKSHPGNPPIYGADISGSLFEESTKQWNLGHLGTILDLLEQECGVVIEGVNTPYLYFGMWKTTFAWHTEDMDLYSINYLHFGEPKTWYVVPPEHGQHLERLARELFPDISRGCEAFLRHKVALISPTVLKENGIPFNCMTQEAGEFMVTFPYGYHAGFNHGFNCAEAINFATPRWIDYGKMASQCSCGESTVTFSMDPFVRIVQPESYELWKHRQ
GAA glycogen mod – GAA glycogen-cleavage inhibition or activation. recombinant GAA, glycogen substrate, Amplex Red glucose oxidase fluorescence. Potency, µM (titrated, usually from 76.4 µM), for inactives: top-dose activity change, negative = inhibition, most hits filed as inhibitors. actives 0.38% (n = 300,000). AID 2100;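 also: 0% = full enzyme reaction and -100% = no-enzyme basal signal; the screen sought inhibitors and activators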
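qHTS, 1536-well; enzyme 4 nM final; cpd up to 77 uM; substrate bovine liver glycogen 30 ug; 50 mM citrate/phosphate pH 5.0, 0.01% Tween-20; 37 C, 40 min; Amplex Red detection 45 min RT; Hill fit → AC50.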
ALDH1A1 inh – blocks purified human ALDH1A1 activity. Purified ALDH1A1, NADH fluorescence, propionaldehyde substrate. AID 1030. Potency, µM (top dose mostly 75.3 µM), without a hit: at the top dose activity, negative = inhibition, actives largely listed as inhibitors. actives 7.3% (n = 220,000). P00352; active = well fitted inhibition curve with a large enough effect, not every such curve was filed as active; inconclusive = small, poorly fitted or top-dose-only effect, or another doubt; inactive = no such curve, though single readings can be large or run the other way;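 also: plate controls were no enzyme wells and a reference inhibitor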
Target sequence (P00352 whole entry, looked up): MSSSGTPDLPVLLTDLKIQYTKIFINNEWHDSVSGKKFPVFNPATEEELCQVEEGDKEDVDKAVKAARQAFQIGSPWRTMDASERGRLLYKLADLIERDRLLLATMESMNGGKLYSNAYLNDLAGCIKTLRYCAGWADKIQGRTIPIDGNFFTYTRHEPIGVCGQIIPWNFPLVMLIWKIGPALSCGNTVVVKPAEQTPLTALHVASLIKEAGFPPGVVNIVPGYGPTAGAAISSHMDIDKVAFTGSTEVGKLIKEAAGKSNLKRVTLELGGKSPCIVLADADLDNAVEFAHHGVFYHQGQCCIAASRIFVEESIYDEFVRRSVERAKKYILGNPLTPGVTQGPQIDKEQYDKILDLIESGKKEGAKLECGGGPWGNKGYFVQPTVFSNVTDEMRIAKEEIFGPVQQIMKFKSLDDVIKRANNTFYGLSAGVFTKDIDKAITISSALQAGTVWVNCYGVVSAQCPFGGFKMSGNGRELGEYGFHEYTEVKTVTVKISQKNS
SMN2 splice enh – enhancers of SMN2 splice variant expression; HEK293 SMN2-luciferase splicing reporter, luminescence, 30-36 h; Potency, µM (doses to about 46.1 µM), without a hit: at the top dose activity change, positive = activation, hits mostly activators; actives 2.8% (n = 210,000); also: % of control where 0% means no effect; nearly all actives have a fitted effect of over 55% in size
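qHTS luciferase splicing reporter: luminescence rises when SMN2 exon 7 is included in transfected HEK293 cells. Compound exposure lasted 30-36 h at 37C, with 4.5 mM final sodium butyrate as control, followed by a ONE-Glo read.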
GAA inhib – blocks human lysosomal alpha-glucosidase; P10253; purified human GAA, 4-MU-alpha-glucoside fluorescence; Potency, µM (titrated, usually from 76.9 µM), without a hit: at the highest dose activity change, negative = inhibition, actives largely listed as inhibitors; actives 0.005% (n = 200,000); AID 1466;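 also: plate controls were uninhibited enzyme wells for no effect and no-enzyme background for full effect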
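Fluorescence at Ex 365/Em 440 nm from 4-methylumbelliferone reported enzyme activity after 20 min at room temperature. Reactions used 4 nM enzyme and 400 uM substrate at pH 5.0; curves fitted with the Hill equation.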
GoLoco inh red – RGS12 GoLoco-Gai1 interaction inhibition; AID 880; P63096; Potency, µM (highest dose often 61.6 µM), inactives show at the highest dose activity, negative = inhibition, most hits filed as inhibitors; actives 0.44% (n = 230,000); Gai1:RGS12 GoLoco peptide FP, rhodamine, 10 min; active = well fitted inhibition curve with a large enough effect, not every such curve was filed as active; inactive = no such curve, though single readings can be large or run the other way; also: % is scaled to controls: 0 for no effect and ±100 for the full control effect; nearly all actives have a fitted effect of over 30% in size; many of its hits are not listed in these tables
aGlu spleen mod – inhibits or activates alpha-glucosidase in human spleen homogenate; AID 2112; P10253; human spleen homogenate, 4-MU-alpha-glucoside fluorescence; actives 0.006% (n = 240,000); Potency, µM (titrated, usually from 79.9 µM), for the others: at the top dose activity change, negative = inhibition, most hits filed as inhibitors;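 also: 0% = enzyme with vehicle and -100% = no enzyme basal signal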
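Compounds were titrated against alpha-glucosidase in spleen homogenate at pH 5.0, with 1 mM 4-methylumbelliferyl substrate for 40 min at 37 C. Reactions were quenched with pH 10 NaOH/glycine and fluorescence measured.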
GLA spleen mod – inhibitors or activators of human alpha-galactosidase in spleen homogenate | actives 0.008% (n = 240,000) | P06280 | human spleen homogenate, 4MU-alpha-Gal fluorescence, 40 min | Potency, µM (doses to about 80 µM), for inactives: top-dose activity change, negative = inhibition, hits mostly inhibitors;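 also: 0% = enzyme with vehicle and -100% = no enzyme basal signal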
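Human spleen homogenate (1 ug) as enzyme source, 4-methylumbelliferyl-alpha-D-galactopyranoside 1 mM final, citrate/phosphate pH 5.0 with 0.01% Tween-20. Compounds 40 min at 37C, NaOH/glycine stop; fluorescence Ex 365/Em 440, Hill-fit AC50.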
* marks the source's active call; other numbers are inactive results; ? = inconclusive; . = not tested or not shown; & = joins results of further samples; [ ] = another dose, or the depositor's remark. Unless noted, calls follow the shape of the dose curve; as a rule, active = well fitted curve in the direction sought with a large enough effect; inconclusive = small, poorly fitted or top-dose-only effect, or another doubt; inactive = no such curve, though single readings can be large; an effect the other way counts as inactive or inconclusive. Potency is read from the fitted curve at half-maximal effect. The list is partial; count on the stated rates, not on these rows.

SMILES	JMJD2E inh	GAA glycogen mod	ALDH1A1 inh	SMN2 splice enh	GAA inhib	GoLoco inh red	aGlu spleen mod	GLA spleen mod
CCCCCC1CC(CC(C)C(=O)Nc2nncs2)C(=O)O1 (stereo unspecified)	-11%	5%	9%	-25%	?	-3%	2%	-2%
CCCCN(CCCC)c1cn[nH]c(=O)c1Cl	-3%	1%	-9%	-2%	-3%	4%	6%	1%
Cc1ccc(NC(=O)/C(=C\c2ccc([N+](=O)[O-])cc2)NC(=O)c2ccccc2)cc1	-1%	-2%	-6%	-6%	-1%	4%	-9%	5%
COc1ccccc1Oc1coc2c(CN3CCOCC3)c(O)ccc2c1=O	?	-1%	.	.	.	1%	-2%	-5%
O=C(CSc1nnc(-c2ccco2)c(-c2ccco2)n1)Nc1ccccc1	16µM*	1%	2µM*	-2%	?	6%	-11%	-1%
CCOC(=O)c1c(C)[nH]c(C(=O)O)c1C	-1%	-8%	-8%	8%	-5%	5%	7%	4%
O=C(CC1CC2CCC1C2)NCc1cccs1 (stereo unspecified)	8%	1%	8%	13%	5%	-6%	-7%	-7%
CCC(C)NC(=O)c1csc2c1CCCCC2 (stereo unspecified)	6%	2%	2%	1%	-11%	1%	-9%	-5%
CC(=O)NC(C)C(c1cccs1)N1CCN(c2ccccc2)CC1 (stereo unspecified)	-5%	-2%	?	-6%	-2%	-19%	-6%	0%
CCOc1ccc(-c2c(C(=O)N/N=C/c3ccc(O)cc3)nnn2-c2nonc2N)cc1	?	5%	.	.	.	1%	8%	-4%
CCOC(=O)c1cc(NC(=O)Nc2nc3ccccc3s2)c(C)nc1C	-3%	9%	7%	3%	-1%	-2%	-1%	4%
O=C(Nc1ccc(S(=O)(=O)N2CCN(c3ccccc3)CC2)cc1)c1cccs1	-1%	-6%[76.3 µM]	?	-16%	7%	2%	-4%	21%
O=C(c1c(Cl)nc2sccn12)N1CCN(c2cccc(Cl)c2)CC1	-2%	-10%	-3%	15%	-4%	-7%	-3%	11%
Cc1ccc(Cn2nnc3c(=O)[nH]c(C4CCN(S(=O)(=O)c5ccc(F)cc5)CC4)nc32)cc1	-11%	-1%	0%	-11%	-18%	-4%	-10%	21%
CC[C@H](C)[C@H](NC(=O)OCC1c2ccccc2-c2ccccc21)C(=O)O	5%	.	0.45µM*	.	.	-10%	8%	0%
COC(=O)[C@@H]1C[C@@H]2CC[C@@H](O)C[C@@H]2N1Cc1ccc(Cl)cc1	-20%&-7%	2%	0%	0%	.	53%&63%[activator]	11%&0%	-2%&5%
Cc1ccccc1C(=O)NCCSc1ccccc1	6%	4%	-1%	13µM*	1%	-1%	2%	7%
CCN(CC)CCN1C(=O)C(=O)/C(=C(/O)c2c(C)[nH]c(C(=O)OC)c2C)C1c1ccccc1OC (stereo unspecified)	2%	-27%	-18%	1%	-1%	2%	-4%	-10%
CSc1nnc2c3c4c(sc3c(=O)n(-c3ccccc3)n12)CC(C)(C)OC4	-1%	-14%	?	-23%	7%	0%	6%	5%
O=C(CN1CCN(Cc2ccccc2Cl)CC1)N/N=C/c1ccco1	-3%	4%	.	.	.	6%	0%	1%

Compounds above that have an aryl methoxy group (2):
SMILES	JMJD2E inh	GAA glycogen mod	ALDH1A1 inh	SMN2 splice enh	GAA inhib	GoLoco inh red	aGlu spleen mod	GLA spleen mod
COc1ccccc1Oc1coc2c(CN3CCOCC3)c(O)ccc2c1=O	?	-1%	.	.	.	1%	-2%	-5%
CCN(CC)CCN1C(=O)C(=O)/C(=C(/O)c2c(C)[nH]c(C(=O)OC)c2C)C1c1ccccc1OC (stereo unspecified)	2%	-27%	-18%	1%	-1%	2%	-4%	-10%

(cont.)
SMILES	JMJD2E inh	GAA glycogen mod	ALDH1A1 inh	SMN2 splice enh	GAA inhib	GoLoco inh red	aGlu spleen mod	GLA spleen mod
COc1ccc([N+](=O)[O-])cc1NC(=O)CC1SC(=Nc2cccc(C)c2C)N(/N=C(\C)c2ccc(C)cc2)C1=O (stereo unspecified)	7%	-15%	-2%	-1%	-3%	3%	-19%	0%
COC(=O)c1cc(-c2ccccc2)c2c(=O)n(C)c(=O)n(C)c2n1	?	-8%	?	.	.	9%	5%	3%
O=C1CC2C(CC(OC(=O)c3ccc(-c4ccccc4)cc3)C2CO)O1 (stereo unspecified)	-15%	4%	0%	?	-1%	-9%	-1%	7%
COCC(=O)N1CCC2(CC1)CCN(C(=O)Nc1cccc(F)c1)CC2	.	.	9%	6%	.	13%	2%	9%
Cc1ccc(S(=O)(=O)N(C)C)cc1NC(=O)CSc1nc2ccccc2[nH]1	13%	4%	12%	-33%[inhibitor]	2%	0%	-3%	1%
COc1ccccc1NC(=O)COc1ccc(C(=O)OCC(=O)N(C(C)C)C(C)C)cc1OC	4%	-14%	1%	-14%	1%	11%	-6%	-4%
O=C(NCc1ccccc1)c1cc(S(=O)(=O)N2CCC3(CC2)OCCO3)ccc1F	2%	9%	?	-25%	?	6%	-2%	1%
O=C1c2cccnc2C(O)N1Cc1ccco1 (stereo unspecified)	-5%	6%	20µM*	-11%	-2%	-8%	-22%	3%
C=CCN1C(=O)/C(=C2/Sc3ccc(OC)cc3N2C)SC1=Nc1cccc(O)c1	0%	-7%	5%	-12%	4%	53%[activator]	-8%	-7%
Cc1ccc(C(=O)Nc2sc3c(c2C(=O)O)CCCCC3)o1	-5%	47%	19µM*	13µM*	-15%	-8%	-3%	14%
O=C(Nc1ccccc1)Nc1ccc(S(=O)(=O)N2CCCCC2)cc1	?	-23%	?	6%	-10%	13%	-2%	-1%
C/C(CC(=O)Nc1ccc(N(C)C)cc1)=N\NC(=O)c1ccccn1	-8%	?	?	-6%	0%	3%	2%	2%
COC(=O)C(CCSC)NC(=O)c1cc2c(n(-c3ccccc3)c1=O)CCCC2=O (stereo unspecified)	-3%	-2%	8%	.	14%	-12%	-3%	-1%
N#CC1=C(c2ccc(-c3ccccc3)cc2)COC1=O	?	2%	?	-2%	4%	91%[activator]	.	-7%
CC(c1nnc(SCC(=O)Nc2ccc3[nH]c(=O)[nH]c3c2)n1Cc1ccccc1)N(C)C (stereo unspecified)	-8%	-4%	7%	2%	7%	0%	-4%	6%
CN(Cc1ccccc1)C(=S)Nc1cccnc1	-2%	7%	-5%	-39%[inhibitor]	1%	-1%	5%	7%
O=C(N/N=C/c1ccc(Cl)cc1)c1cc(-c2cccnc2)nc2ccccc12	?	4%	-4%	-26%	2%	11%	0%	5%
C=C1CCN([C@H](C(=O)NCc2ccc(Cl)cc2)C(C)C)S(=O)(=O)c2ccccc21	6%	-5%	.	.	.	6%	3%	5%
O=C1C2C3C=CC(C2C(=O)N1c1nccs1)C1C(=O)N(c2nccs2)C(=O)C31 (stereo unspecified)	3%	-11%	-13%	-10%	5%	7%	-3%	-6%
CC(C)C[C@@H]1NC(=O)[C@H](Cc2ccc(O)cc2)NC(=O)[C@H](CCC(N)=O)NC(=O)c2cc([N+](=O)[O-])cc(I)c2NCC[C@@H](C(N)=O)NC1=O	4%	2%	4µM*	18µM*	-5%	8%	2%	0%
O=C(/C=C/c1cccc([N+](=O)[O-])c1)c1ccc2c(c1)OCCO2	-1%	-1%	?	18%[1.84 µM]	-2%	2%	4%	-2%
NS(=O)(=O)c1ccc(NC(=S)Nc2ccc(Br)c(Cl)c2)cc1	-15%	0%	?	-7%	-8%	18%	-12%	-4%
CC(=O)NC1C(OC2OC(CC(O)C3OC([N+]4=CCC(=O)NC4=O)C(O)C3O)C(O)C(O)C2NC(=O)/C=C/CCCCCCCCC(C)C)OC(CO)C(O)C1O (stereo unspecified)	.	.	-6%	-33%[inhibitor]	.	-2%	-4%	-23%
N#Cc1cn(Cc2cccc(Cl)c2)c2ccccc12	?	-5%	?	-37%[inhibitor]	-1%	7%	1%	2%
CCCCNC(=O)Nc1ccccc1Br	-1%	8%	-1%	-6%	-6%	5%	3%	-1%
C=CCn1c(SCC(=O)Nc2sccc2C(N)=O)nc2ccccc2c1=O	3%	0%	-3%	-24%	-10%	-12%	0%	-3%
O=C(Nc1ccc2ncccc2c1)c1cc(Cl)ccc1Cl	3%	1%	-8%	15%	-1%	8%	.	-5%
NC(N)=Nc1nc(-c2ccccc2)c2ccccc2n1	5%	9%	?	.	-35%	-3%	4%	2%
O=C(Nc1ccc(S(=O)(=O)N2CCCCCC2)cc1)C1CCCO1 (stereo unspecified)	2%	-2%	-3%	-6%	7%	6%	-5%	0%
Cc1ccc2nc(N/N=C/c3ccco3)cc(C)c2c1	?	?	-4%	.	4%	11%	0%	10%
Cn1c(SCC(=O)N/N=C/c2ccccn2)nnc1-c1ccccc1	2%	1%	10%	.	0%[15.4 µM]	3%	0%	-10%
O=[N+]([O-])c1ccc(Cl)c2c1C1C=CCC1C(c1ccccn1)N2 (stereo unspecified)	-21%	4%	?	.	9%	-2%	-3%	-2%
Cc1ccc(N=CC2=C(O)CC(c3ccc(Cl)cc3)CC2=O)cc1 (stereo unspecified)	7%	1%	10%	-13%	1%	21%	-5%	-6%
Nc1nnc(SCC(=O)Nc2ccc3c(c2)OCCO3)s1	1%	-6%	-1%	-52%[inhibitor]	-9%	8%	-2%	-1%
CCC(C)(C(=O)NC1CCCC1)N(C(=O)CNC(=O)c1ccccc1)c1c(C)n(C)n(-c2ccccc2)c1=O (stereo unspecified)	-3%	?	-12%	.	5%	10%	3%	2%
O=C1NC(c2ccc(Cl)cc2)=COc2ccccc21	2%	11%	7%	4%	-7%	-2%	.	-6%
O=C(CN1CCC(O)(c2ccccc2F)CC1)NCCc1c[nH]c2ccccc12	2%	6%	10%	-12%	0%	7%	-11%	?
CCn1c(=O)cc(OCC(=O)Nc2ccc3c(c2)OCCO3)c2ccccc21	1%	-8%	?	-12%	-5%	7%	-19%	2%
O=C(c1ccc2c(c1)OCCO2)N1CCN(c2ccc([N+](=O)[O-])cc2)CC1	-1%	-1%	14µM*	-78%[inhibitor]	?	-2%	-5%	-22%
COc1ccc(C(=O)Oc2ccc(C(=S)N3CCOCC3)cc2)cc1	?	-9%	7.1µM*	.	10%	6%	8%	-6%
Cc1ccc(C(=O)NCC#N)cc1	3%	2%	13%	-2%	3%	-1%	-15%	5%

High-throughput results from PubChem.
